# Source: PubChem (The Scripps Research Institute Molecular Screening Center)
# TAAR1 agonist = human TAAR1 agonism. Q96RJ0. CHO RD-HGA16 TAAR1, Fluo-8 calcium fluorescence; vehicle wells 0%, saturating PEA agonist 100%. activation, % at 3 µM. actives 0.99% (n = 360,000);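 active = activation above the mean activation of all test compounds in the run plus 3 SD, cut at about 38% in these data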
# Target sequence (Q96RJ0 whole entry, looked up): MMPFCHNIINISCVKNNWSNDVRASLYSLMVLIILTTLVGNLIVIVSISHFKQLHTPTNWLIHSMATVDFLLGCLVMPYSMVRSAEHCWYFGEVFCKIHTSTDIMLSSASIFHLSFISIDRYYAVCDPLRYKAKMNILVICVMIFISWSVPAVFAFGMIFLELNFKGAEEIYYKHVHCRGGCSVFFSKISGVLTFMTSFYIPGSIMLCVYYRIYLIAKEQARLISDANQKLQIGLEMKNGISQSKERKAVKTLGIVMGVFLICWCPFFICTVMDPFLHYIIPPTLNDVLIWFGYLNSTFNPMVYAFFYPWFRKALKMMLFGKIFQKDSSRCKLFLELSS
#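 System: CHO RD-HGA16 cells carrying human TAAR1 plus Gα16; Incubation: 17-24 h seeding, 75 min 37 °C dye, 30 min RT; Measured by: Fluo-8 fluorescence, 5 s baseline then 140 s kinetic read; Control set: DMSO and PEA EC100; Replication: single well for each compound.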
# CHRM1 agonist = human M1 muscarinic receptor agonism. P11229. actives 0.33% (n = 360,000). CHO-K1 hM1, Fluo-8 calcium fluorescence, agonist mode; 0% DMSO, 100% acetylcholine EC100. activation, % at 3 µM;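 active = activation above the run's mean compound activation plus 3 SD, cut at about 16% in these data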;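 also: peak over basal fluorescence ratio within a 140 s kinetic read after compound addition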
# Target sequence (P11229 whole entry, looked up): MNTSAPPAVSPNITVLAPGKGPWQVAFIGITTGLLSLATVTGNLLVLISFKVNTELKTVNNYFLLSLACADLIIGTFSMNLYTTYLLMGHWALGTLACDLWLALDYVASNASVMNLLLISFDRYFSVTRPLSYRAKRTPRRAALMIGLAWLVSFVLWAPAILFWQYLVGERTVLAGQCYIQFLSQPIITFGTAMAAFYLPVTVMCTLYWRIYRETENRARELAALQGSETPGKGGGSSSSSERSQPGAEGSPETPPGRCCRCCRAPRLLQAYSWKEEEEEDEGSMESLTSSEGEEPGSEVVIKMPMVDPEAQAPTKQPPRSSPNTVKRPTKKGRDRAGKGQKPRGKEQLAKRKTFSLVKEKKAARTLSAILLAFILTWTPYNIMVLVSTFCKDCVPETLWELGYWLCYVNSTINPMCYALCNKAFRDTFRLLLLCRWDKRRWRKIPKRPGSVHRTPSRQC
# CHO parental Ca = signal in parental CHO cells, OX1R antagonist counter-screen; inhibition, % at 5.6 µM; AID 463079; actives 0.63% (n = 330,000); parental CHO-K1, ATP-induced calcium, Fluo-8 fluorescence;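 active = inhibition above that plate's mean sample inhibition plus 3 SD, cut at about 26% in these data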;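 also: 0% = ATP-challenged DMSO wells and 100% = DMSO wells without ATP; some compounds past the cut are filed as inactive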
#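 Assay system – parental CHO cells · Reagent – ATP stimulus · Detection – intracellular calcium via Fluo-8 no-wash fluorescent dye · Evaluation – percent inhibition of ATP-evoked calcium rise, normalized to controls · Controls – ATP wells versus no-ATP DMSO wells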
# M1 ag parental = counter-screen for M1 agonists: effect in parental CHO-K1 cells. activation, % at 3 µM. Fluo-8 calcium fluorescence; scaled to maximal ATP response, vehicle zero. actives 0.48% (n = 360,000). AID 602248; in the data active = activation above about 15%;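 also: untransfected CHO-K1 host cells lacking M1 receptor as counterscreen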
# CHRM1 PAM = positive allosteric modulators of human M1 muscarinic receptor. P11229. CHO-K1 hM1, Fluo-8 calcium fluorescence, ACh EC20; 0% = ACh EC20, 100% = maximal ACh. activation, % at 3 µM. actives 0.088% (n = 360,000). AID 588819; in the data active = activation above about 19%, passing the limit was not always enough
# CHO-K1 Ca PAM = nonselective activator or artifact in parental CHO-K1 calcium assay; ATP EC20, Fluo-8 calcium fluorescence; 0% at ATP EC20, 100% at ATP max; activation, % at 3 µM; actives 0.02% (n = 360,000); AID 602247;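 active = activation above the run cutoff, the mean activation of all test compounds plus 3 SD, cut at about 40% in these data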;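 also: peak over basal fluorescence ratio in a 140 s read after ATP addition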
# CHO-K1 Ca antag = counter-screen for M1 antagonists: effect in parental CHO-K1 cells. ATP-induced calcium, Fluo-8 fluorescence. inhibition, % at 3 µM. actives 0.6% (n = 360,000);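 active = inhibition above a per-plate cutoff, the plate's mean sample inhibition plus 3 SD, cut at about 24% in these data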;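 also: 0% = DMSO plus EC80 ATP and 100% = DMSO alone without ATP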
# TAAR1 antagonist = human TAAR1 antagonism; actives 1.5% (n = 360,000); CHO RD-HGA16 TAAR1, Fluo-8 calcium fluorescence, antagonist; inhibition, % at 3 µM; AID 624466; Q96RJ0;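 active = inhibition above a per-plate cutoff, the mean inhibition of test compounds on that plate plus 3 SD, cut at about 49% in these data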;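 also: 0% = DMSO plus EC80 beta-PEA response and 100% = DMSO alone without agonist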
#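 Material: CHO RD-HGA16 cells bearing hTAAR1; compound dosing: one-point dosing, 3 µM nominal final; schedule: dye loading 75 min at 37 °C, then 30 min room temperature; measured by: calcium fluorescence with Fluo-8; control set: vehicle and agonist controls; replication: n of 1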
# M1 antag = human CHRM1 antagonism; actives 1.3% (n = 360,000); inhibition, % at 3 µM; CHO-K1 hM1, Fluo-8 calcium fluorescence, ACh EC80 antagonist;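 active = percent inhibition above its own plate's cutoff, namely the mean of that plate's compound wells plus 3 SD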;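 also: peak over basal fluorescence ratio during 140 s after agonist addition; 0% = ACh EC80 plus DMSO and 100% = DMSO alone without agonist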
# An asterisk follows results filed as active; / = not tested or not shown.
SMILES,TAAR1 agonist,CHRM1 agonist,CHO parental Ca,M1 ag parental,CHRM1 PAM,CHO-K1 Ca PAM,CHO-K1 Ca antag,TAAR1 antagonist,M1 antag
COc1cc2c(cc1OC)C(C1(O)CCCCC1)NCC2 (stereo not given),-1,0,/,1.0,13,-1,-12,-1,-15
Cc1nnc(NC2CCCCC2)[nH]c1=O,17,-1,0,1.1,8,8,-22,-10,-9
CC(=O)Nc1c2c(nn1-c1ccc(C)cc1)CSC2,2,1,-20,-0.8,12,-18,11,-5,-16
Cn1cnnc1SCc1nc(N)nc(Nc2ccccc2)n1,8,2,-1,-0.1,12,6,0,-6,-11
CO/N=C(\c1ccccc1)c1cccnc1,2,-4,-1,-0.3,-6,-19,10,9,13
C[C@@H]1COC(=O)[C@H](NC(=O)OCC2c3ccccc3-c3ccccc32)C/C=C\C[C@@H](CC(=O)N[C@H](CO)Cc2ccccc2)C(=O)N1,11,-10,-16,-0.7,1,10,-12,2,-9
CC1(C)NC(=O)N(CC(O)CN(c2ccccc2)S(=O)(=O)c2ccccc2)C1=O (stereo not given),6,0,-18,0.6,2,-6,-9,-1,-1
CCOC(=O)CSc1nnc(-c2ccccc2OC)o1,3,-6,-12,1.1,12,17,-18,-17,-19
O=C(Nc1c(Cl)cc(Cl)cc1C(=O)NCCN1CCOCC1)c1ccc(Cl)cc1Cl,3,-1,-19,0.0,13,-4,-4,-7,0
Cc1ccc(NC(=O)CN(C)C(=O)Cc2ccc(Cl)c(Cl)c2)cc1,2,-7,-14,1.4,-1,-13,-17,6,0
O=C(CNCc1ccccn1)Nc1cc(S(=O)(=O)N2CCCCC2)ccc1Cl,7,-4,-33,2.5,5,18,-13,-3,-2
COc1ccc(-c2nn(-c3ccccc3)cc2/C=N/Nc2ccc(Cl)c(C(=O)O)c2)cc1OC,0,-4,-19,0.3,10,8,5,-1,-10
CC1(CCc2ccccc2)NC(=O)N(CC(=O)Nc2ccc(S(N)(=O)=O)cc2)C1=O (stereo not given),0,-3,1,1.8,14,26,-18,-16,-12
COC(=O)C1=C(CSc2nc3c(cc2C#N)CN(C)CC3)OC(N)=C(C#N)C1c1ccccc1F (stereo not given),/,-5,-12,1.1,-6,-7,6,/,6
CCc1ccc(C(C)NC(=O)c2ccncc2)cc1 (stereo not given),6,0,1,3.0,3,9,-3,-13,-12
CCOC(=O)c1c(C)[nH]c2c1-c1ccccc1C(=O)C2=O,4,-6,/,0.5,10,0,9,6,-10
CC(NC(=O)COc1ccccc1)C1COc2ccccc2O1 (stereo not given),11,-1,-16,0.6,12,4,-2,9,-11
Cc1cc(NC(=O)CSc2nc3c(C)ccc(C)c3cc2C#N)no1,13,0,-10,-0.2,14,-8,2,-16,-21
CCOc1ccc(C(=O)NC2CC3CCCC(C2)N3Cc2ccccc2)cc1 (stereo not given),3,-10,-12,-0.3,-22,-12,-3,-19,38*
Cc1ccccc1NS(=O)(=O)c1ccc2c3c(cccc13)C(=O)N2C,0,2,-6,5.0,3,8,-18,3,3
O=C(COC(=O)c1ccco1)c1ccc(F)cc1,0,-5,-2,-0.3,-5,-3,-3,7,-2
Cc1c2cnccc2c(C)c2c1oc1ccccc12,3,-6,/,-0.6,-6,8,-2,-34,-2
Cc1cc(C)n2nc(CNS(=O)(=O)c3ccc(CC(C)C)cc3)nc2n1,7,1,-16,0.2,2,4,-2,-18,-15
CCCC(=O)Nc1ccc2c(c1)nc(CN1CCN(C(=O)OCC)CC1)n2C,4,-9,-10,-0.1,14,9,-4,-6,-9
COc1ccc(-c2noc(CCC(=O)N3CCN(c4cccc(Cl)c4)CC3)n2)cc1,4,-2,-9,0.4,5,1,13,16,-7
CCOCCCNc1ncnc2c1[nH]c1ccccc12,1,-1,9,5.9,-9,2,4,15,18
COc1ccc(-c2oc(NC(=O)CSc3nncn3C)c(C#N)c2-c2ccc(OC)cc2)cc1,11,-1,-10,-0.2,0,-5,22,21,14
Cc1ccccc1NC(=O)/C=C1\SC(=O)NC1=O,0,-3,-5,0.1,12,15,-10,1,-13
Cc1ccc(NC(=O)CSc2n[nH]c(-c3ccncc3)n2)cc1,8,-2,4,0.4,10,19,-5,12,-1
CCOCCn1c(CN2CCc3ccccc3C2)nc2c1c(=O)n(C)c(=O)n2C,6,0,-15,0.1,9,8,-5,-18,-17
CN(C)C=NC(=O)c1cc(C(=O)c2ccc(F)cc2)c[nH]1,6,-2,14,1.4,4,27,-18,8,-1
COc1cccc(NC(=O)CN(C)C(=O)c2ccc(-c3ccccc3Cl)o2)c1,4,-2,-20,2.7,1,8,-13,-3,-9
CC(=O)N1CCN(c2ccccc2NC(=O)c2cc3ccccc3o2)CC1,10,1,-14,5.1,9,8,17,52*,1
Cc1ccc(/C=C(\CCC(=O)O)c2nc3ccccc3s2)cc1[N+](=O)[O-],-2,-5,2,0.1,3,5,1,-17,0
CCOC(=O)C1C(=O)NC(C(=O)OCC)(C(=O)OCC)C1C(C)CC (stereo not given),2,-1,/,0.2,8,0,-12,-13,-19
CCC1CCCCN1CCCNC(=O)CS(=O)Cc1nc(-c2ccc(OC)c(OC)c2)oc1C (stereo not given),1,-6,-15,-0.5,9,-3,-6,-30,-3
CCCCC[C@@H]1C=C(C(=O)O)[C@H](c2ccc(Cl)c(Cl)c2)N1S(=O)(=O)c1ccc(C)cc1,3,-8,-2,0.4,-1,15,-13,15,-7
Cc1cc(C)c(C)c(S(=O)(=O)N2CCN(C(=O)c3ccc4c(=O)n5c(nc4c3)CCC5)CC2)c1C,-2,-9,-37,-1.0,2,-12,22,8,-11
CCOc1ccc2nc(SCC(=O)N3CCCc4ccccc43)sc2c1,5,-4,-16,1.6,-4,17,2,12,-1
CC(=O)N1Cc2ccccc2CC1C(=O)OCC(=O)c1c(N)n(C)c(=O)n(C)c1=O (stereo not given),0,6,/,0.1,10,-26,14,-30,10
COc1ccc(N2CCN(C(=O)COC(=O)c3cccc(OC)c3O)CC2)cc1,2,0,-12,1.0,2,13,-10,0,-13
CC(C)COCC1CC2(CC(C)(c3csc(N)n3)OC2=O)C(=O)O1 (stereo not given),0,-3,/,0.3,6,5,0,-20,-10
O=C(Nc1cccc(F)c1)C1CCN(C(=O)c2ccc(Cl)cc2)CC1,8,-6,10,0.2,-1,-2,1,-13,-7
NS(=O)(=O)c1cccc(NC(=O)CCCC2CCCCC2)c1,0,-3,7,0.7,2,-8,-6,-13,-5
O=C(/C=C/c1ccc(N2CCCCC2)c([N+](=O)[O-])c1)c1ccc(S(=O)(=O)N2CCCC2)cc1,5,-9,-6,0.2,4,11,-11,-51,-1
CS(=O)(=O)c1cccc(C(=O)Nc2ccc(-c3nc4ccccc4[nH]3)cc2)c1,5,-2,4,-0.1,-5,-8,-3,38,12
Cc1[nH]nc2c1C(c1ccc(O)cc1)C1=C(CC(C)(C)CC1=O)N2 (stereo not given),3,-2,-1,-0.1,7,3,2,-2,5
CCOC(=O)CSc1nnc(-c2ccoc2C)n1-c1ccc(C)cc1,-1,-3,-19,0.3,8,11,-9,7,-11
Cc1onc(-c2ccccc2Cl)c1C(=O)Nc1ccccc1N1CCOCC1,8,-4,-33,1.5,9,24,-4,-6,-6
CCOc1cccc(CNCCNC(=O)c2nonc2N)c1,10,-7,7,-0.1,4,10,-19,-4,-10
CCOC(=O)c1c(-c2ccc(Cl)cc2)csc1NC(=O)CNCc1ccco1,3,1,-23,2.4,-5,24,-19,42,0
COc1cc(Cl)c(S(=O)(=O)NCCN2CCOCC2)cc1Cl,4,-12,0,-0.7,0,-1,-3,7,11
CC(C)Nc1ncnc2c1ncn2[C@H]1CN(Cc2ccc3c(c2)OCO3)C[C@@H](CO)O1,2,-3,/,1.0,-1,-5,-8,-22,-4
COc1ccc(C2=NN(C(=O)CCCC(=O)O)C(c3cccs3)C2)cc1OC (stereo not given),2,-8,-11,2.0,9,28,-10,17,-1
CCCNC(=O)C(Cc1ccccc1C)NC(=O)c1ccc(C#N)cc1 (stereo not given),8,-4,-6,0.4,21,7,-12,2,-15
O=C(c1cccnc1)N1CCN(C(=O)c2cccc(Cl)c2)CC1,-1,-3,3,0.5,8,23,-13,2,-20
Clc1ccc2nc(C3CCCCC3)c(Cc3ccsc3)n2c1,-1,-7,/,0.6,-4,20,-18,-16,-28
CS(=O)(=O)N1CCC(C(=O)NCc2ccc(Cl)cc2Cl)CC1,4,-7,2,1.0,11,18,-10,-3,-9
Cc1cccc(-n2ncc(C#N)c2-n2cccc2)c1,4,-8,-23,-0.6,-7,-5,-18,-7,15
COC(=O)[C@]1(C)N[C@H](c2ccc(SC3CCCCC3)cc2)[C@@H]2C(=O)N(C)C(=O)[C@@H]21,4,-3,-12,0.7,2,10,-22,-15,-8
# The list continues:
SMILES,TAAR1 agonist,CHRM1 agonist,CHO parental Ca,M1 ag parental,CHRM1 PAM,CHO-K1 Ca PAM,CHO-K1 Ca antag,TAAR1 antagonist,M1 antag
COc1ccccc1/C=N/NC(=O)CNC(=O)c1ccc(S(=O)(=O)N(C)C)cc1,0,-5,-3,-0.2,2,-3,13,8,3
COc1ccc(C(=O)NC(C)CCc2ccccc2)cc1[N+](=O)[O-] (stereo not given),1,-6,-10,2.3,-2,3,-3,2,3
Cc1ccc2[nH]c(=O)c(CN(CC3COCCO3)C(=O)Nc3ccccc3F)cc2c1 (stereo not given),0,-2,-11,-0.1,7,14,-11,15,-6
CC1(C2CC2)NC(=O)N(CC(=O)Nc2ccccc2C#N)C1=O (stereo not given),2,-1,/,10,8,7,-1,-16,-8
Cc1ccc(C(=O)Nc2nc(-c3ccccc3)c(-c3ccccc3)o2)cc1,-1,-10,-15,0.3,0,13,-7,1,-2
